CTSL1 counter: cathepsin L1 inhibition, PFM18AAP counter-screen. recombinant F. hepatica cathepsin L1, Z-Leu-Arg-MCA fluorescence. inhibition, % at 5.96 µM. actives 0.49% (n = 300,000). AID 1906;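 active = inhibition above the mean of all tested compounds plus 3 SD, set per screening campaign, cut at about 17% in these data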;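 also: 0% = plate median of test compound wells and 100% = 1 µM Z-Phe-Ala-diazomethylketone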
procasp3 activ: activators of human procaspase-3; P42574; recombinant procaspase-3 D3A, Ac-DEVD-pNA absorbance 405 nm; activation, % at 8.5 µM; actives 0.11% (n = 330,000); AID 463141;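 active = activation above the mean of all tested compounds plus 3 SD, cut at about 21% in these data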;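 also: 0% = DMSO alone and 100% = DMSO wells spiked with extra 5 µM PC-3 D3A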
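Test system: Procaspase-3 D3A mutant; medium: Zinc-free HEPES/NaCl buffer with 0.01% Triton X-100 at pH 7.4; reagent: DEVD-pNA substrate; doses: one concentration, 8.5 µM nominal, 0.8% DMSO; times: 1 h preincubation plus 2 h reaction at 25 °C; signal: Epi-absorbance at 405 nm of released p-nitroaniline, 0 and 120 min; replicates: singlicate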
PP1 inh: blocks human PP1-alpha phosphatase, a PP5 counter-screen; AID 2235; purified PP1alpha, OMFP fluorescence; actives 0.9% (n = 320,000); inhibition, % at 6.7 µM; P62136;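 active = inhibition above the mean inhibition of all tested compounds plus 3 SD, computed separately for each screening campaign, cut at about 15% in these data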
procasp7 counter: counter-screen: procaspase-7 (human) activation. recombinant procaspase-7, Ac-DEVD-pNA absorbance 405 nm; D23A/D198A/D206A triple mutant, cannot self-cleave; scale: DMSO 0, 5 µM enzyme 100. P55210. actives 0.093% (n = 330,000). activation, % at 8.5 µM;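 active = percent activation above the screen-wide mean plus 3 SD, cut at about 25% in these data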
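signal = Epi-absorbance of released pNA at 405 nm, two timepoints | assay system = Uncleavable procaspase-7 mutant enzyme | reagent = Ac-DEVD-pNA substrate, 400 µM as added | times = 1 h enzyme–compound preincubation and 2 h substrate reaction, both 25 °C | benchmarks = low DMSO alone, high DMSO plus 5 µM PC-7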
JMJD2C inh: blocks human GASC-1 demethylase activity. GST-JMJD2C(1-420) H3K9me3 demethylation, DELFIA europium. inhibition, % at 2.35 µM. actives 0.069% (n = 330,000);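 active = more than half of a compound's replicate wells show inhibition beyond 50%, single wells judged on their own value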;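 also: signal counts dimethyl H3K9 product captured on neutravidin plate; 0% = median of DMSO wells and 100% = 0.3 times that DMSO median; strong numbers were not always called active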
PP5 primary: PP5 (human) phosphatase inhibition; P53041; purified PP5c, OMFP substrate fluorescence; inhibition, % at 6.7 µM; actives 0.18% (n = 320,000); AID 1987;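 active = inhibition above the campaign's mean inhibition across all tested compounds plus 3 SD, cut at about 9.5% in these data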;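 also: 0% = DMSO only and 100% = 100 µM cantharidin control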
GRK2 inh: inhibitors of human GRK2 displacing RNA aptamer. P25098. bead flow cytometry, FAM-aptamer displacement from GRK2. actives 0.59% (n = 330,000). inhibition of aptamer binding, % at 10 µM. AID 488847;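 active = inhibition of aptamer binding above 40%, roughly 3 SD of noise, on plates passing a quality check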;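 also: median bead fluorescence of bound FAM aptamer so fluorescent compounds give negative values; no value below 0 was filed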
core dimer inh: HCV core protein dimerization inhibition; TR-FRET GST/Flag-core106 dimerization, 1536-well; inhibition, % at 5 µM; actives 0.33% (n = 300,000);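 active = inhibition above the mean of all tested compounds plus 3 SD, set per screening campaign, cut at about 45% in these data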
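assay system = GST-tagged and Flag-tagged HCV core protein residues 1-106 | controls = unlabelled core106 and no-GST-core106 wells | incubation = compound-protein-antibody incubation 4 h at 22.5 °C | probe or stimulus = Eu donor and XL665 acceptor anti-tag antibodies | read-out = % inhibition based on acceptor/donor emission ratio | signal = TR-FRET 671 and 617 nm emission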
VLA-4 inh: inhibition in a human VLA-4 binding assay; AID 2557; VLA-4 expressing cells, ligand binding flow cytometry; inhibition, % (about 7 µM as worked out from the volumes in the protocol); actives 0.2% (n = 330,000); P13612; in the data active = inhibition above about 50%
Target sequence (P13612 whole entry, looked up): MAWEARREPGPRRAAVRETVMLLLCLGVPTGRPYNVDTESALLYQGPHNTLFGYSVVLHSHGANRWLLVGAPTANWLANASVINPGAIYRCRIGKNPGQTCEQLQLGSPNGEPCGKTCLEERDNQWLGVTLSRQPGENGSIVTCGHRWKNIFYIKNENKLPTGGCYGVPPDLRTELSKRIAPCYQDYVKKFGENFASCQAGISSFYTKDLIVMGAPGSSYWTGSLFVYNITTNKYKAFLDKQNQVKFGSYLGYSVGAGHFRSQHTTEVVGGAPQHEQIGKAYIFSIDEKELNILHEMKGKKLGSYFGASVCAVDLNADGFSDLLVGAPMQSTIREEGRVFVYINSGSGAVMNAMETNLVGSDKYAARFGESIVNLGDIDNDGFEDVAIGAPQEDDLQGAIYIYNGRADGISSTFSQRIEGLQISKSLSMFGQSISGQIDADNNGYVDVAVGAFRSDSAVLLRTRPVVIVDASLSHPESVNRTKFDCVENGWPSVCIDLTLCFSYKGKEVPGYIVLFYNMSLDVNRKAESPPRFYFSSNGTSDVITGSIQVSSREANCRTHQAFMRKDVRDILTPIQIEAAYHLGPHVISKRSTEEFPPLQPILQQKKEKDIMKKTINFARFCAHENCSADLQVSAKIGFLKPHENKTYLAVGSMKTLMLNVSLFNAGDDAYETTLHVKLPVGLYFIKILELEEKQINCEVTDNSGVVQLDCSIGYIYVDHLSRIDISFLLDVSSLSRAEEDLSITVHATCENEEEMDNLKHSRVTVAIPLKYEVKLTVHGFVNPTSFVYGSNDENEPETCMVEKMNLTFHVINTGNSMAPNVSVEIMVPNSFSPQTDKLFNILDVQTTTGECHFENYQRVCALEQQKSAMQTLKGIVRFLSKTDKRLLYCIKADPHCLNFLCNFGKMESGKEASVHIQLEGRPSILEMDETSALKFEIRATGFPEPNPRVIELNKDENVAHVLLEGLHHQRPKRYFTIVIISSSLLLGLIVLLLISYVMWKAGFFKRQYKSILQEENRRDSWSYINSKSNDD
* = called active by the depositor; nt = not tested or not shown; & = joins results of further samples. Rows are unselected (roughly 2.6% active in at least one column).

| structure | CTSL1 counter | procasp3 activ | PP1 inh | procasp7 counter | JMJD2C inh | PP5 primary | GRK2 inh | core dimer inh | VLA-4 inh |
| --- | --- | --- | --- | --- | --- | --- | --- | --- | --- |
| Cc1ccc(Cl)cc1N1CCN(S(=O)(=O)c2ccc(-c3ccc(=O)[nH]n3)o2)CC1 | -2 | -5 | -1 | -2 | -1 | 0.8 | 1 | 8 | -2 |
| CN(CC(O)COc1c(F)cc(Br)cc1F)C1CCCCC1 (centres undefined) | 10 | 7 | 0 | -15 | 6 | -1.8 | 0 | -13 | 3 |
| CCCCNC(=O)CCCCn1c(=S)[nH]c2c([nH]c3ccc(OC)cc32)c1=O | 4 | 2 | 7 | 16 | -16 | -1.5 | 0 | 4 | 24 |
| O=C(C1CCCN(S(=O)(=O)c2cccc3nonc23)C1)N1CCC(Cc2ccccc2)CC1 (centres undefined) | 4 | 10 | -1 | -5 | -6 | -0.3 | 3 | 27 | 14 |
| CCOC(=O)N/N=C/c1ccc(OCCSc2ccc(Cl)cc2)c(OCC)c1 | 4 | -1 | 2 | 2 | -3 | -0.3 | 1 | 5 | 12 |
| O=C(/C=C/c1ccc(F)cc1)Nc1ccc(S(=O)(=O)Nc2ncccn2)cc1 | 3 | 5 | 5 | 12 | -1 | -0.7 | 8 | 5 | 2 |
| CCOC(=O)/C(C#N)=C/c1cccn1-c1ccc(Cl)cc1 | -2 | -1 | 0 | 2 | -4 | 1.8 | 0 | -1 | 1 |
| COc1ccc(/C=N/NC(=O)Nc2cccc3nsnc23)cc1OC | 3 | -1 | 6 | -10 | 3 | 5.8 | 0 | -5 | 8 |
| COc1ccc2c(c1)CCC/C2=N/OC(=O)c1ccccc1OC | 7 | 2 | 2 | 3 | 35 | -1.5 | 4 | -2 | 9 |
| O=C1CC(NS(=O)(=O)c2cccs2)CN1c1cccc(F)c1 (centres undefined) | -1 | -3 | 2 | 0 | -48 | 2.0 | 0 | 2 | 0 |
| O=C(O)c1ccc(CSc2nnc(-c3ccco3)o2)cc1 | -3 | -6 | -2 | 5 | 0 | 1.5 | 0 | -2 | 0 |
| Cc1cccc(N2CCN(C(=O)c3ccncc3)CC2)c1C | -2 | 3 | 0 | 3 | -2 | 1.2 | 1 | -1 | 6 |
| COc1cc(CO)cc(Br)c1OCC(=O)N1CCCCC1 | -2 | 7 | -5 | -4 | 12 | -1.4 | 3 | -4 | 17 |
| Cc1cc(C)c(C(=O)Nc2cccc(F)c2)c(Cl)n1 | 2 | -2 | 5 | -2 | 2 | 0.1 | 3 | -5 | -5 |
| CS(=O)(=O)c1ccc(NC(=O)c2ccc3c(c2)S(=O)(=O)N=C2CCCCCN23)cc1 | 2 | 12 | -4 | 5 | 0 | -0.7 | 3 | -2 | -11 |
| CCOC(=O)c1ccc(NC(=O)CS(=O)(=O)c2cn(CC)c3ccccc23)cc1 | -11 | 2 | -1 | 6 | 0 | 2.9 | 0 | -3 | -2 |
| COCCCNS(=O)(=O)c1ccc2[nH]c(=O)[nH]c2c1 | 0 | 5 | -4 | 12 | 0 | -2.4 | 0 | 2 | -2 |
| O=C(Nc1ccccc1[N+](=O)[O-])c1cc(S(=O)(=O)Nc2ccccn2)ccc1Cl | 2 | 4 | -4 | -14 | 2 | 2.4 | 2 | -2 | 5 |
| Cc1ccc(F)cc1NC(=O)COC(=O)C1CCN(c2ccc(C(F)(F)F)cn2)CC1 | -3 | 3 | 0 | 4 | 0 | 6.6 | 1 | -6 | 0 |
| COc1ccc(N2C(S)=C(C#N)C(=O)NC2c2ccco2)cc1 (centres undefined) | 0 | -14 | 0 | -23 | 9 | 3.4 | 3 | -2 | 12 |
| CCOC(=O)c1ccc(NC(=O)Cn2nnc(-c3ccc(F)cc3)n2)cc1 | -2 | 0 | -1 | 5 | -7 | -0.2 | 0 | -1 | -1 |
| Cc1ccc(C(=O)C[n+]2cc(Br)cc(Br)c2)cc1 | 1 | -3 | -1 | -7 | -23 | 0.1 | 4 | 0 | -8 |
| Nc1nc(Sc2ncccc2[N+](=O)[O-])n[nH]1 | -4 | -3 | -5 | -6 | -8 | 1.9 | 0 | 5 | 26 |
| CC(C)=CC(=O)Nc1ccccc1C(N)=O | -6 | 5 | -3 | -8 | -2 | 3.5 | 1 | 12 | 26 |
| C/C(N)=C(/C#N)C(=O)COC(=O)CCCNC(=O)c1ccc(Cl)cc1 | -4 | -2 | 0 | 4 | -1 | 1.6 | 4 | -4 | -10 |
| Cc1ccc(Cn2c(CN3CCOCC3)nc3c2c(=O)[nH]c(=O)n3C)cc1 | -4 | 6 | -1 | 13 | 0 | 1.8 | 0 | 0 | -9 |
| CCn1cnc2sc(-c3ccccc3)cc2c1=O | 2 | 2 | 0 | 8 | 13 | 1.2 | 1 | 2 | 9 |
| OC(COc1cccc(OCC(O)CN2CCCC2)c1)CN1CCCC1 (centres undefined) | 5 | 0 | -8 | 6 | 4 | 1.5 | 0 | -5 | -5 |
| O=C(/C=C\c1cn(-c2ccccc2)nc1-c1cccs1)N1CCOCC1 | 8 | 11 | 4 | 13 | -196 | 0.8 | 0 | 0 | -26 |
| O=C(CN1CCCCC1)NC(=O)NCc1ccccc1 | -1 | 12 | -1 | -9 | 1 | 1.9 | 3 | 0 | 24 |

At a glance, three of the compounds above:
| structure | CTSL1 counter | procasp3 activ | PP1 inh | procasp7 counter | JMJD2C inh | PP5 primary | GRK2 inh | core dimer inh | VLA-4 inh |
| --- | --- | --- | --- | --- | --- | --- | --- | --- | --- |
| Cc1ccc(C(=O)C[n+]2cc(Br)cc(Br)c2)cc1 | 1 | -3 | -1 | -7 | -23 | 0.1 | 4 | 0 | -8 |
| Nc1nc(Sc2ncccc2[N+](=O)[O-])n[nH]1 | -4 | -3 | -5 | -6 | -8 | 1.9 | 0 | 5 | 26 |
| CC(C)=CC(=O)Nc1ccccc1C(N)=O | -6 | 5 | -3 | -8 | -2 | 3.5 | 1 | 12 | 26 |

The listing continues:
| structure | CTSL1 counter | procasp3 activ | PP1 inh | procasp7 counter | JMJD2C inh | PP5 primary | GRK2 inh | core dimer inh | VLA-4 inh |
| --- | --- | --- | --- | --- | --- | --- | --- | --- | --- |
| O=C(Nc1ccccc1C(=O)N1CCCCC1)c1ccc(Cl)cc1Cl | 3 | -9 | 1 | 4 | 7 | 2.9 | 0 | -13 | 13 |
| CC(C)(C)c1ccc(Oc2ccc(NC(=O)c3ccccc3C(=O)O)cn2)cc1 | -4 | -4 | -1 | -27 | -17 | 1.5 | 2 | 2 | -5 |
| CCC(=O)OCC(=O)Nc1cc(C)c(C)cc1[N+](=O)[O-] | -12 | 8 | 1 | 3 | 5 | 0.9 | 0 | 1 | 5 |
| O=C1CSCN1c1ccc(Cl)c(Cl)c1 | -3 | 5 | -3 | -3 | -1 | -2.0 | 5 | -2 | -2 |
| C[C@@H]1NC(=O)[C@@]2(C)[C@@H](c3ccccc3)[C@H]3COc4ccc(Cl)cc4[C@@H]3N2C1=O | nt | 1 | 4 | 7 | -3 | -1.1 | 2 | nt | -7 |
| Cc1nc2c(c(=O)c3ccccc3n2C)c(=O)n1C1CCCCCC1 | 4 | 1 | -1 | 13 | 1 | -0.9 | 2 | 7 | -1 |
| O=C1C2CC=CCC2C(=O)N1CC(=O)N(Cc1ccccc1)C1CCS(=O)(=O)C1 (centres undefined) | 0 | 1 | -2 | -7 | 4 | 5.4 | 0 | -1 | 2 |
| Cc1cc(C(=O)Nc2cccc(S(=O)(=O)N3CCCCC3)c2)c2ccccc2n1 | 5 | 5 | 0 | -5 | -10 | 2.2 | 0 | 2 | 8 |
| O=C(CN1CCN(S(=O)(=O)N2CCCCCC2)CC1)Nc1ccc(F)cc1 | -2 | 0 | -2 | 2 | -4 | 1.4 | 0 | -7 | -6 |
| COCC(=O)Nc1cc(Cl)ccc1C | 1 | -8 | 3 | 1 | 12 | 1.1 | 1 | -6 | 10 |
| CCOc1ncccc1C(=O)N1CCCSC1=Nc1ccc(C(C)=O)cc1 | -4 | 1 | -8 | 11 | 5 | 0.9 | 0 | 1 | 7 |
| COc1ccc(CN(C)S(=O)(=O)c2nnc(NC(=O)c3cccc(OC)c3)s2)cc1 | -1 | 1 | 0 | 1 | 0 | 2.8 | 3 | 8 | 22 |
| COc1ccc(CN2CCC(=O)N([C@H](CO)c3ccccc3)CC2)cc1OC | -3 | 5 | -9 | -4 | 1 | 0.9 | 0 | -1 | 16 |
| O=c1[nH]c(C2CCN(S(=O)(=O)c3ccc(S(=O)(=O)NC4CC4)cc3)CC2)nc2c1nnn2Cc1cccc(F)c1 | 5 | 0 | 6 | 5 | 37 | 3.4 | 1 | 21 | 4 |
| Cc1ccc(OCC(=O)Nc2cccnc2Cl)cc1C | 1 | -2 | -3 | -3 | 6 | -1.4 | 1 | 7 | 6 |
| CCCCCNc1nc(NCCCO)c(C#N)c2c1CN(C)CC2 | 3 | -7 | 0 | -4 | -5 | 1.9 | 0 | -13 | 8 |
| COc1ccc(C(=O)NCCc2c[nH]c3ccccc23)cc1[N+](=O)[O-] | 3 | 6 | 2 | 8 | -11 | -1.0 | 0 | -10 | -5 |
| Cc1ccc(C(OC(=O)c2ccco2)C(=O)NC2CCCCC2)cc1 (centres undefined) | -53 | 8 | 0 | 6 | -2 | -0.3 | 0 | -5 | 1 |
| CN1C(=O)/C(=C/c2ccccc2F)Sc2ccc(C(=O)NCC3CCCO3)cc21 (centres undefined) | -3 | 2 | 0 | 10 | -1 | 0.7 | 0 | -1 | 14 |
| CCOc1ccc(/C=N\NC(=O)CC(=O)NCCc2ccccc2)cc1 | 5 | -3 | 0 | 9 | 4 | -0.8 | 0 | 4 | 4 |
| O=C(NC1CCCc2c1cnn2-c1ccc(F)cc1F)c1cnccn1 (centres undefined) | 3 | 6 | 0 | 4 | -2 | 2.7 | 0 | -4 | 18 |
| COc1ccc(N2C(=O)[C@@H]3C(c4cccnc4)=NO[C@@H]3C2=O)cc1 | -3 | -16 | 4 | -16 | 3 | 2.8 | 3 | 16 | -4 |
| COc1cccc(/C=N/c2sc(Cc3ccccc3)c(C)c2C(N)=O)c1O | 1 | -5 | 4 | -1 | 2 | 0.9 | 0 | 8 | -4 |
| O=C(Oc1ccc(Br)cc1C(=S)N1CCOCC1)c1ccc([N+](=O)[O-])cc1[N+](=O)[O-] | 2 | -11 | -1 | -24 | 1 | 0.1 | 2 | -2 | 15 |
| O=C(CCN1CCOCC1)N1c2ccccc2Sc2ccc(Cl)cc21 | 0 | -7 | -1 | 4 | -7 | 0.3 | 1 | 3 | -1 |
| O=C(NCCCN1CCOCC1)c1ccc(CS(=O)(=O)c2c(Cl)cccc2Cl)o1 | -3 | -12 | -5 | -5 | -25&-13 | 2.1 | 0 | -1 | -19 |
| COc1ccc(-c2nnc(SCC3CCCO3)n2C)cc1 (centres undefined) | 2 | -1 | 5 | -2 | 6 | 1.2 | 17 | -1 | 6 |
| Cc1ccc(NC(=O)c2ccco2)cc1C | 3 | -2 | 1 | -4 | -1 | -3.7 | 0 | 3 | 3 |
| CN(Cc1ccc(F)cc1)C(=O)c1cccc(OCc2ccccc2)c1 | 4 | 2 | 3 | -7 | 9 | 3.4 | 1 | -5 | -7 |

Compound activity (PubChem)
